Assay outcomes from PubChem.
Tb MetRS inh: Trypanosoma brucei MetRS inhibition. purified T. brucei MetRS, ATP depletion, Kinase-Glo luminescence. inhibition, % at 11.9 µM. hit rate 0.4% among 360,000. AID 624268;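 active = inhibition above a per-plate cutoff of the control wells' mean inhibition plus 3 SD, cut at about 5.5% in these data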;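 also: 0% = DMSO wells median and 100% = median of wells with control inhibitor compound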
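Measured by: Kinase-Glo luciferase luminescence reporting remaining unconsumed ATP. Material: purified T. brucei MetRS enzyme. Doses: 11.9 µM compound single dose, 0.9% DMSO. Medium: HEPES buffer containing pyrophosphatase, BSA, spermine, DTT. Times: 15 min preincubation, 2 h reaction, all 25 °C. Reagent: methionine, ATP and bulk E. coli tRNA.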
Scp1 inh: blocks human Scp-1 phosphatase activity. Recombinant Scp1, phosphopeptide, malachite green phosphate absorbance. inhibition, % at 20 µM. hit rate 0.88% among 340,000. AID 493091;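 active = inhibition above about 50% at 20 µM, limit read from the data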;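 also: plate controls were DMSO wells with enzyme for no effect and wells lacking enzyme for full effect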
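Test system: SCP-1 catalytic domain; Buffer or medium: Acidic Tris acetate buffer with magnesium and detergent; Also added: Phosphorylated 17-residue peptide substrate; Compound: single 20 µM dose, 1% DMSO; Schedule: enzyme reaction 45 min at room temperature, colour 5 min, stabilisation 30 min; Signal: Phosphate-binding colour reagent, absorbance read at 630 nm.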
CSN inh: CSN deneddylation inhibition | hit rate 0.38% among 360,000 | Q92905 | AID 651999 | inhibition, % at 12.5 µM | Purified CSN, SCF-Nedd8-OG deneddylation, fluorescence polarization;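 active = pattern-corrected inhibition above about 35%, with an unprinted fluorescence ratio check between 0.5 and 1.5, limit read from the data, passing the limit was not always enough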;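 also: 0% = enzyme with substrate and 100% = substrate without enzyme; some results filed as inactive read as strong as hits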
Target sequence (Q92905 whole entry, looked up, one chain of several): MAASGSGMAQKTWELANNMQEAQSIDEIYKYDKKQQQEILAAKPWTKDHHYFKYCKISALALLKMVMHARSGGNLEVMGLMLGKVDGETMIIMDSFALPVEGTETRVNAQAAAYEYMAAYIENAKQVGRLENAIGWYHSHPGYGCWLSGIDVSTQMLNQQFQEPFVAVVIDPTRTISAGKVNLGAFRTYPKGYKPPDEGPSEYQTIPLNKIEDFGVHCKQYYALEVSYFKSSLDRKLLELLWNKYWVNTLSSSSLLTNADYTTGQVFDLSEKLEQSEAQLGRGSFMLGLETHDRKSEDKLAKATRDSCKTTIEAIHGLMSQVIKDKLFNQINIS
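Assay system: purified human Csn5 enzyme expressed in HEK293T cells; measure: % inhibition; also added: SCFSkp2-Nedd8OG substrate at 10 nM final; technique: fluorescence polarization; times: reaction 90 min, room temperature; medium: Tris buffer pH 7.5, NaCl, DTT, Tween-20, trehalose, ovalbumin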
DNMT1 inh: inhibitors of human DNMT1. inhibition (reported as % activation of signal), % at 10 µM. P26358. DNMT1 molecular beacon, Hinp1I cleavage, fluorescence. hit rate 0.83% among 360,000; in the data active = inhibition above about 50%
SUMO1 PPI mod: alters human SUMO1 binding to SIM partners; inhibition, % at 20 µM; SUMO1 binding to a labelled peptide, TR-FRET, 1 h; P63165; hit rate 0.33% among 360,000; in the data active = inhibition above about 37%
LMPTP inh: LMPTP (human) inhibition. AID 651560. recombinant LMPTP-A, OMFP fluorogenic substrate, fluorescence intensity. P24666. hit rate 0.22% among 360,000. inhibition, % at 20 µM;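 active = compounds that cut the enzyme signal by at least half of the control window in the single-dose screen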;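 also: plate controls were DMSO wells with enzyme plus substrate for no effect and substrate without enzyme for full effect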
Target sequence (P24666 whole entry, looked up): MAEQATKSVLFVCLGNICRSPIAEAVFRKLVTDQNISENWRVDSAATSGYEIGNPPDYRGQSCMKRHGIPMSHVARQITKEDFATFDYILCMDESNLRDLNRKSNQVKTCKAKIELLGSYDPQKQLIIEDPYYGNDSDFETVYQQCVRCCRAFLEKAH
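Assay system: LMPTP-A, protein tyrosine phosphatase of low molecular weight / Medium: pH 6.0 Bis-Tris buffer with DTT and Triton X-100 / Schedule: 50 min enzyme reaction at room temperature, protected from light / Measured by: endpoint fluorescence intensity from OMFP dephosphorylation / Read-out basis: % inhibition relative to no-enzyme and uninhibited control wells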
NadD block: NadD (S. aureus) enzyme inhibition. purified NadD enzyme, colorimetric absorbance read-out. inhibition, % at 20 µM. hit rate 0.78% among 360,000. AID 602399; in the data active = inhibition above about 26%; also: some compounds past the cut are filed as inactive
Rpn11 block: inhibitors of human proteasome Rpn11 | O00487 | AID 588493 | hit rate 0.59% among 360,000 | calls only at 20 µM | human 26S proteasome, Ub4-pepOG fluorescence polarization; 20S core pre-blocked with epoxomicin;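 active = inhibition at 20 µM, scaled to each plate's controls, above about 33%, limit read from the data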
MsrA inhibitor: bovine MsrA inhibition; purified bovine MsrA, absorbance read-out; inhibition, % at 15.5 µM; hit rate 0.75% among 360,000; in the data active = inhibition above about 4.5%;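 also: 0% = vehicle wells with enzyme and 100% = reference inhibitor wells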
STEP block: STEP (human) phosphatase inhibition. AID 588621. inhibition, % at 20 µM. hit rate 0.25% among 360,000. recombinant STEP, OMFP fluorogenic substrate, fluorescence;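 active = inhibition at 20 µM, scaled per plate between control wells, above about 37%, limit read from the data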;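 also: 0% = DMSO with enzyme and substrate and 100% = substrate only without enzyme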
Target sequence (P54829 whole entry, looked up): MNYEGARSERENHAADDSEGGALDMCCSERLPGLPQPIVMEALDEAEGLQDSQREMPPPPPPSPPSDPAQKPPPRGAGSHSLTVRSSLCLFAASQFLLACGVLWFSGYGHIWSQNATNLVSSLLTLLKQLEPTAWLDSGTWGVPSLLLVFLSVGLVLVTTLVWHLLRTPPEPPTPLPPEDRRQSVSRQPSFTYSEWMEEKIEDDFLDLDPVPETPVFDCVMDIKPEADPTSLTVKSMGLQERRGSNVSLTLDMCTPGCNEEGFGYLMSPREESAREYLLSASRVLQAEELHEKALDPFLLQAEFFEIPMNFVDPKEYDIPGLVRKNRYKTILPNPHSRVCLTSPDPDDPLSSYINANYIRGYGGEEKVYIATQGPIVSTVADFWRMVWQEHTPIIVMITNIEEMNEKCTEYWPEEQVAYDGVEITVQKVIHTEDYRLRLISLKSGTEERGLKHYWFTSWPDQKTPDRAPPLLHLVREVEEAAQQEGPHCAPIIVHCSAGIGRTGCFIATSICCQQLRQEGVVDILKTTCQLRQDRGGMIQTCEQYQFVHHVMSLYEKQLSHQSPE
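Measure: Control-normalized % inhibition with plate pattern correction | Test system: STEP phosphatase, cell-free reaction | Medium: pH 6.0 Bis-Tris with DTT and Tween 20 | Technique: Fluorescence, 480/540 nm | Times: Reaction 20 min, ambient temperature | Doses: Single compound dose of 20 µM, 1% DMSO final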
* marks the source's active call; other numbers are inactive results; i = inactive; / = no result given; + = active, no number. Compounds as they come. About 3.9% of those tested had a hit in this group.

Structure	Tb MetRS inh	Scp1 inh	CSN inh	DNMT1 inh	SUMO1 PPI mod	LMPTP inh	NadD block	Rpn11 block	MsrA inhibitor	STEP block
Cc1ccc(CN(CC(=O)NCCc2ccccc2)C(=O)CCCC(=O)Nc2cc(C)on2)cc1	-1.1	0	4	-8	-8	0.7	6	i	-1.1	0
OCCN1CCN(Cc2nc(-c3cccc(Cl)c3)no2)CC1	-0.8	-1	0	0	-3	-0.6	-6	i	-0.3	2
CC(C)CC(NC(=O)c1ccc(Cl)cc1)C(=O)O (stereo not drawn)	-1.4	14	-7	4	0	-2.1	1	i	0.8	-1
Cc1ccc(S(=O)(=O)NCCc2nc3ccccc3[nH]2)cc1	5.4	-4	-1	1	0	-0.6	-4	i	-0.9	-3
CC(C)(C)c1ccc(SCC(N)=O)cc1	-1.1	-9	5	1	0	-0.8	1	i	1.6	-2
CCOC(=O)c1cnn(-c2ccccc2)c1NC(=O)CSc1nnc(-c2cccs2)n1CC	-0.6	4	-1	1	-2	-0.3	-3	i	0.5	-3
COc1cccc(CNC(=O)CSc2ccc(-c3ccco3)nn2)c1	-1.6	-2	-11	-4	-1	1.7	-6	i	0.3	0
CCOC(=O)CSc1nnc(CNc2ccc(Cl)cc2)n1-c1ccccc1	-1.6	16	-3	1	1	-0.6	0	i	-0.2	-4
CC1CCN(CCCNC(=O)Cn2ncc3c([nH]c4ccccc43)c2=O)CC1	-1.1	3	6	-1	0	1.5	-2	i	0.8	0
OC[C@@H]1CN(Cc2ccccc2)C[C@H](n2cnc3c(NC4CCCC4)ncnc32)O1	-0.4	/	-5	4	4	-1.4	-4	i	-0.2	4
O=C(COC(=O)c1ccccc1)Nc1cccc(S(=O)(=O)NC2=NCCCCC2)c1	-0.4	-2	-4	1	1	-1.6	-1	i	-1.0	1
CS(=O)(=O)N(CC(=O)N1CCc2ccccc2C1)Cc1ccccc1	0.3	-5	2	-4	-1	0.0	1	i	0.8	-1
CCNC(=O)NC(=O)CSc1ccc(NC(C)=O)cc1	0.2	-5	2	3	0	-0.3	0	i	0.2	2
O=[N+]([O-])c1ccc(/C=N/Nc2nc3ccccc3o2)cc1	0.2	50*	8	56*	6	42	2	i	1.6	34
COc1cccc(NC(=O)Cn2c(=O)n(CCCC(=O)NCc3ccco3)c(=O)c3ccccc32)c1	0.8	2	-1	0	0	-0.9	-4	i	0.4	-1
CCOc1ccc(Oc2ccc(Cl)cc2N)cc1	-0.3	-3	-2	-1	3	2.3	2	i	1.0	-2
COC(=O)C1=C(N)Oc2cc(C)n(Cc3ccccc3)c(=O)c2C1c1ccccc1 (stereo not drawn)	-0.8	-9	4	-2	0	-1.1	1	i	1.8	0
Cc1ccccc1-c1nnc(CN2CCN(C(=O)c3ccco3)CC2)o1	-0.8	2	0	6	8	0.6	-4	i	0.3	-5
Cc1ccc(OCCC(=O)N2CCN(c3ccc(O)cc3)CC2)cc1	-0.1	-18	-3	-4	1	-1.0	-3	i	-0.7	-1
C=CCn1c(O)c(N=O)c2ccccc21	-0.1	-11	-2	1	-11	0.1	-2	i	-0.5	-2

Pulled one by one from the entries so far (2):
Structure	Tb MetRS inh	Scp1 inh	CSN inh	DNMT1 inh	SUMO1 PPI mod	LMPTP inh	NadD block	Rpn11 block	MsrA inhibitor	STEP block
Cc1ccccc1-c1nnc(CN2CCN(C(=O)c3ccco3)CC2)o1	-0.8	2	0	6	8	0.6	-4	i	0.3	-5
Cc1ccc(CN(CC(=O)NCCc2ccccc2)C(=O)CCCC(=O)Nc2cc(C)on2)cc1	-1.1	0	4	-8	-8	0.7	6	i	-1.1	0

Continued:
Structure	Tb MetRS inh	Scp1 inh	CSN inh	DNMT1 inh	SUMO1 PPI mod	LMPTP inh	NadD block	Rpn11 block	MsrA inhibitor	STEP block
Cc1ccc(S(=O)(=O)NC2CC(C)(C)N(O)C(C)(C)C2)cc1	0.7	-4	0	7	-3	-0.9	2	i	0.5	-4
C=CCNC(=S)NCC	-0.6	-1	-2	2	-7	-1.0	2	i	-0.7	0
C=CCn1c(=O)c2ccc(C(=O)NCc3ccccc3)cc2n(Cc2cccc(Cl)c2)c1=O	-1.0	0	1	-2	4	0.5	4	i	-0.9	0
CCN(CC)CCN(Cc1cc2cc3c(cc2[nH]c1=O)OCCO3)C(=S)NCCCN(C)C	-0.8	4	3	-8	-4	1.1	-9	i	1.6	5
CCOc1cc(C2C(C(=O)c3ccco3)=C(O)C(=O)N2Cc2ccccc2)ccc1O (stereo not drawn)	1.1	-5	-4	0	4	-0.3	5	i	0.6	2
O=C(Cn1cncn1)NCc1cc(F)ccc1F	-0.5	3	-4	0	-3	-2.0	-4	i	0.4	4
O=C(c1ccc(-n2ccnc2)cc1)N1CCCC(CO)(Cc2cccc(Cl)c2)C1 (stereo not drawn)	-0.3	-5	0	1	-2	-0.7	6	i	-0.3	-3
N#Cc1cccc(NC(=O)c2cc(C3CCCCN3C(=O)C3CC3)on2)c1 (stereo not drawn)	0.7	/	-1	1	-1	5.9	3	i	1.6	-3
O=C1CC(c2cccs2)Sc2nc3ccccc3n21 (stereo not drawn)	-0.2	-13	0	2	-6	0.7	-7	i	-0.8	-1
COc1ccc(N2CCN(c3nc4ccccc4nc3NS(=O)(=O)c3ccccc3)CC2)cc1	1.3	4	-2	-3	-1	0.6	14	i	1.7	4
CC(=O)N1CCC2(CC1)C(C#N)=C(N)Oc1n[nH]c(CSc3ccc(C)cc3)c12	-0.7	-9	3	0	0	2.3	-2	i	1.9	0
CS(=O)(=O)c1sc2nc(-c3ccccc3)cc(-c3ccccc3)c2c1N	0.2	-12	9	15	-11	1.2	44*	i	1.9	0
CCC(=O)N1CCc2cc(S(=O)(=O)CCC(=O)Nc3ccc(C)c(F)c3)ccc21	-0.2	-10	-1	4	-1	0.1	-4	i	-1.4	-1
O=[N+]([O-])c1ccccc1OCCCNCc1ccccc1	0.1	-10	3	0	-6	-1.4	-5	i	1.4	-1
Cc1cc(C)c(S(=O)(=O)N(C2=NCCS2)S(=O)(=O)c2c(C)cc(C)cc2C)c(C)c1	-0.7	-15	4	-1	2	3.6	2	i	-0.7	1
OC[C@@H]1CN(Cc2ccc(Cl)cc2)C[C@H](n2cnc3c(Nc4ccccc4)ncnc32)O1	-0.1	/	-2	-4	-7	0.2	-8	i	-0.1	-2
O=C(COC(=O)/C=C/c1cccs1)NC1CC1	-0.9	12	13	17	-15	-0.6	3	i	1.6	-1
COc1ccc(OC(=O)c2ccc(OC)c(S(=O)(=O)N3CCOCC3)c2)cc1	0.2	-7	-5	-1	1	-0.5	-2	i	1.6	2
Cc1csc(NC(=O)COc2ccc3c(C)cc(=O)oc3c2)n1	0.2	-4	0	6	9	0.2	-9	i	0.5	-4
COCCOC(=O)C1=C(C)NC(=S)NC1/C=C/c1ccccc1 (stereo not drawn)	0.8	-12	2	-3	3	-0.1	-2	i	1.7	-1
CCCCCSc1nc2c(cnn2-c2ccccc2)c(=O)[nH]1	-1.7	-4	0	26	-1	-1.0	2	i	-0.7	-2
O=c1cc(CSc2nnnn2-c2ccccc2)[nH]c2[nH]n(-c3ccccc3)c(=O)c12	-0.8	8	11	2	23	2.0	6	i	0.4	3
O=C(CN1CCN(Cc2ccccc2)CC1)NNC(=O)c1ccccc1	-0.3	-6	-2	4	4	-0.2	-1	i	-0.2	-3
C[C@H](NC(=O)C1(c2ccccc2)CCN(C(=O)OC(C)(C)C)CC1)C(=O)N[C@@H](C(=O)O)c1ccccc1	0.3	1	-2	0	-1	-2.4	0	i	0.4	-1
CCC1(c2ccccc2)NC(=O)N(CC(=O)Nc2cc(C(F)(F)F)ccc2N2CCCC2)C1=O (stereo not drawn)	0.3	13	1	-8	4	1.2	3	i	0.4	2
COc1ccc(OCc2cc(C(=O)N(C)CCC3CCOCC3)no2)c(Cl)c1	2.5	-10	0	1	3	0.3	-2	i	0.3	3
CN(CC1CCCO1)S(=O)(=O)c1ccc(C(=O)Nc2ccc(S(N)(=O)=O)cc2)cc1 (stereo not drawn)	-0.3	-15	-3	-2	0	1.2	-2	i	0.6	0
O=C(Nc1nc2cc3c(cc2s1)OCCO3)c1cccs1	-0.8	-14	9	-1	-1	3.5	-9	i	3.0	-3
COC(=O)c1sc(=S)n(-c2ccccc2)c1N	-1.2	-3	3	3	-20	1.9	-6	i	2.5	1
O=C1CCCc2cc3c(cc21)CC1(C3)Cc2cc3c(cc2C1)C(=O)CCC3	-1.4	-8	4	-4	1	5.5	-11	i	-0.5	5
CC(C)[C@H](NC(=O)c1c(F)cccc1F)C(=O)OCC(=O)NNC(=O)c1ccccc1	-0.3	/	0	5	-1	-0.8	-1	i	0.4	0
COc1cccc(CC(=O)NCC2COc3ccccc3O2)c1OC (stereo not drawn)	-0.5	16	-1	-1	-2	-0.7	-5	i	-0.9	-3
COc1ccc(C(CNC(=O)c2cc(S(=O)(=O)NCc3ccco3)ccc2C)N(C)C)cc1 (stereo not drawn)	0.5	-5	0	2	0	-2.3	1	i	0.4	-2
CCCCN1C(=N)N([C@@H](C)CN2CCC[C@H]2CN2C(N)=NC[C@H]2CC(C)C)C[C@H]1Cc1ccccc1	-0.5	-2	-5	-1	-30	1.5	-6	i	-0.2	2
Cn1c(SCc2cccc(Br)c2)nnc1-c1ccccn1	0.0	0	83	-2	6	0.2	-8	i	1.5	-2
O=c1[nH]c(CSc2ccccc2)nc2c1oc1ccccc12	-0.5	-4	-1	0	3	-0.8	-5	i	-1.4	-2
O=C(Nc1nc2c(s1)CCCC2)c1ccc(Br)o1	-1.1	4	-5	-3	-1	-0.6	-2	+	2.0	6
CC(=O)NCCc1nc2ccccc2n1CCOc1ccccc1C	-0.7	-11	0	4	4	4.9	-3	i	2.0	0
CSc1nc(NC(C)=O)nc(C)c1Br	0.2	-2	-7	0	8	0.6	-1	i	-0.7	-3
CCN(CC)CCCNC(=O)C1c2cc(OC)c(OC)cc2C(=O)N(C)C1c1cccs1 (stereo not drawn)	-1.7	-10	-2	3	1	-1.4	2	i	-0.6	0
